HCMV inh: qHTS Assay for inhibitors of the human cytomegalovirus (HCMV); activity change, negative = inhibition, % at 57.5 µM; hit rate 4.5% among 410,000; AID 1259415, 2018; HFF cells, HCMV-luciferase reporter, 72 h; active compounds read low; in the data active = activity change below about -60%; inconclusive = no clear call, values can overlap the other calls; inactive = above about -39%; also: % is scaled to controls: 0 for no effect and ±100 for the full control effect
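Steps: HFFs plated, 16 h 37C; compounds added; HCMV-luciferase added to MOI 1 PFU/cell; 72 h 37C; OneGlo reagent, 5 min room temperature; luminescence read, normalized to controls.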
AmpC inh no detg: qHTS Inhibitors of AmpC Beta-Lactamase (assay without detergent); AmpC nitrocefin hydrolysis, absorbance 480 nm, 0.0001% Triton; Potency, µM (highest dose often 57.1 µM), inactives show at the highest dose activity change, negative = inhibition, most hits filed as inhibitors; hit rate 0.52% among 330,000;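 also: potency is read from the fitted curve at half-maximal effect; plate controls were no compound for no effect and no enzyme for full effect; nearly all actives have a fitted effect of over 20% in size; some results filed as inactive show a strong effect at the top dose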
Target sequence (P00811 whole entry, looked up): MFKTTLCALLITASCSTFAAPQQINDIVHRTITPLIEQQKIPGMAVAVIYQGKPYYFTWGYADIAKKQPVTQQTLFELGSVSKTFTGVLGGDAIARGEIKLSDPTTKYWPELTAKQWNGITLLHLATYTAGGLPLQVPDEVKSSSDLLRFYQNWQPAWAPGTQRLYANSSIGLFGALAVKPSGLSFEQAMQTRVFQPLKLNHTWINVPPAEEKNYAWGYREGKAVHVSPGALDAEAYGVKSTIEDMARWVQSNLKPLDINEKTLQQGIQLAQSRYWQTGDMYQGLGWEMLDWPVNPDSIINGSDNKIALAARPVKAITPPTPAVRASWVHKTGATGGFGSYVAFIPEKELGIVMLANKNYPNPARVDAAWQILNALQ
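AmpC (5.3 nM in the dispensed reagent) in 20 mM phosphate pH 7.0 with 0.01% (detergent screen) or 0.0001% Triton X-100 was preincubated with compounds for 15 min at room temperature. Nitrocefin was then added from an 800 uM solution, and hydrolysis was followed at 480 nm.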
Shiga inhibitor: A qHTS for Small Molecule Inhibitors of Shiga Toxin; Vero cells, Shiga toxin protein synthesis inhibition reporter; inhibition, % at 38.7 µM; hit rate 9.2% among 290,000; AID 2315, 2010; in the data active = inhibition mostly above about 28%, no sharp cut-off; inactive = mostly below about 43%; also: 0% is about no effect
Giardia FBPA inh: qHTS Assay for Inhibitors of Fructose-1,6-bisphosphate Aldolase from Giardia Lamblia; purified Giardia FBPA; Potency, µM (doses to about 59.6 µM), for the others: at the highest dose activity, negative = inhibition, usual class: inhibitors; hit rate 0.71% among 290,000; also: potency is read from the fitted curve at half-maximal effect; % is scaled to controls: 0 for no effect and ±100 for the full control effect; nearly all actives have a fitted effect of over 55% in size
Target sequence (A8B2U2 whole entry, looked up): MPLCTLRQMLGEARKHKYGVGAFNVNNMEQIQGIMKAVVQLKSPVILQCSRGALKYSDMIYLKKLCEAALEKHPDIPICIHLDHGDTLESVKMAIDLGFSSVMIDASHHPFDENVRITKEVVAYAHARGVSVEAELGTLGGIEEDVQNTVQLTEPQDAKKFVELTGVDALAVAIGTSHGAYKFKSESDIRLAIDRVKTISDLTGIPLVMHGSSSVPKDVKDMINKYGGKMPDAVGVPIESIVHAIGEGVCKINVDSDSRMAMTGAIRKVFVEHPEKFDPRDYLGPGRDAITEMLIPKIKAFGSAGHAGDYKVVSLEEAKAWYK
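Giardia FBPA (40 nM reagent) was preincubated 10 min at RT with compound (up to 57.5 uM final), then substrate plus GAPDH/TPI/NAD/arsenate coupling system with diaphorase/resazurin was added; resorufin fluorescence (525/598 nm) was read after 20 min.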
AMA1-RON2 inh: qHTS for Inhibitors of AMA1-RON; Towards Development of Antimalarial Drug Lead: Primary Screen; Plasmodium falciparum AMA1 (3D7) - RON2 peptide interaction; hit rate 0.2% among 360,000; AlphaScreen AMA1-biotinylated RON2 peptide binding; Potency, µM (doses to about 58.2 µM), for the others: at the top dose activity change, negative = inhibition, actives largely listed as inhibitors;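 also: potency is read from the fitted curve at half-maximal effect; 0% = vehicle wells and -100% = peptide control; nearly all actives have a fitted effect of over 45% in size; some results filed as inactive show a strong effect at the top dose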
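AMA1 (3D7) with his tag at 25 nM final met compounds first, then biotinylated RON2 peptide at 25 nM; detection used donor plus acceptor beads, 10 µg/mL apiece, read by AlphaScreen after 30 min at room temperature.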
CHX counter: Cycloheximide Counterscreen for Small Molecule Inhibitors of Shiga Toxin | cell reporter, cycloheximide protein synthesis inhibition counterscreen | max response, % | hit rate 12% among 300,000 | AID 2314, 2010; in the data active = max response mostly above about 13%, no sharp cut-off; inactive = mostly below about 14%; also: read at 38.3 µM for the half of the compounds with a filed dose; 0% is about no effect
AmpC inh detg: qHTS Inhibitors of AmpC Beta-Lactamase (assay with detergent) | P00811 | AmpC hydrolysis of nitrocefin, absorbance 480 nm, 0.01% Triton | Potency, µM (top dose mostly 114 µM), inactives show at the top dose activity change, negative = inhibition, hits mostly inhibitors | hit rate 0.041% among 370,000 | AID 485294, 2010;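 also: potency is read from the fitted curve at half-maximal effect; 0% = no-compound wells and -100% = no-enzyme wells; nearly all actives have a fitted effect of over 25% in size; some results filed as inactive show a strong effect at the top dose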
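AmpC (5.3 nM in the dispensed reagent) in 20 mM phosphate pH 7.0 with 0.01% (detergent screen) or 0.0001% Triton X-100 was preincubated with compounds for 15 min at room temperature. Nitrocefin was then added from an 800 uM solution, and hydrolysis was followed at 480 nm.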
* hit, by the source's call; ? = inconclusive; . = no result given; [ ] = another dose, or the depositor's remark. Unless noted, calls follow the shape of the dose curve; as a rule, active = well fitted curve in the direction sought with a large enough effect; inconclusive = small, poorly fitted or top-dose-only effect, or another doubt; inactive = no such curve, though single readings can be large; an effect the other way counts as inactive or inconclusive.

Structure,HCMV inh,AmpC inh no detg,Shiga inhibitor,Giardia FBPA inh,AMA1-RON2 inh,CHX counter,AmpC inh detg
O=C(N/N=C/C=C/c1ccccc1)C1CC1c1ccccc1 (stereo unspecified),5,-5%,1,4%,31%[activator],-2,?
CCCCOc1cccc(C(=O)NC(=S)Nc2cccc(NC(=O)c3ccccc3Cl)c2)c1,?,-31%,-7,2%,37%[activator],10,-3%
Cc1cccc(OCC(=O)N(Cc2ccc(F)cc2)C2CCS(=O)(=O)C2)c1C (stereo unspecified),?,100%[activator],-2,-9%,-2%,-5,?
COc1cc(OC)c(C2=NOC(C(=O)NCc3cccnc3)C2)cc1Cl (stereo unspecified),-19,1%,.,0%,-1%,-2,?
CCCCc1noc(-c2c(-c3ccccc3Cl)noc2C)n1,-20,-41%,12,-5%,76%[activator],11,4%
Cc1nc2ccccc2c2nc(NC(=O)C(F)(F)F)nn12,2,1%,5,-18%,13%,-1,5%
C=C(C)CSc1nc2sc3c(c2c(=O)n1-c1ccc(C)cc1)CCN(C)C3,-36,125%[activator],8,-26%,-1%,-1,-4%
COc1ccc(N/N=C(/C)c2cnnc(-c3ccccc3)n2)cc1,?,-48%,30,0%,6%,2,-7%
Cc1cccc(N(C(=O)Cn2nnc(-c3ccc(C)o3)n2)C(C(=O)NC2CCCC2)c2ccncc2)c1 (stereo unspecified),-33,9%,-4,4%,-21%,1,2%
O=C1NC(c2ccc(Cl)cc2)Oc2ccccc21 (stereo unspecified),-2,-8%,1,-1%,24%,1,-1%
CC(=O)Nc1ccc(S(=O)(=O)NC2=C(N3CCN(C)CC3)C(=O)c3ccccc3C2=O)cc1,-33,-32%,4,0.71µM*,9%,-2,2%
Cn1cc(/C=N/NC(=O)c2ccccc2O)c2ccccc21,14,-59%,53,11%,157%[activator],25*,-1%
Cc1ccc(NC(=O)C2CCCN(S(=O)(=O)c3cnc[nH]3)C2)cc1C (stereo unspecified),22,-18%,15,-1%,-2%,-3,-11%
c1ccc2c(c1)CCN(C1=Nc3cccc4cccc1c34)C2,54,-9%[11.4 µM],49*,?,-5%,35*,?
COc1ccc(C(c2sc3nc(C)nn3c2O)N2CCN(CCO)CC2)cc1OC (stereo unspecified),-16,15%,-8,-9%,-9%,-3,?

Some of these compounds in order of number of heavy atoms, falling.
Structure,HCMV inh,AmpC inh no detg,Shiga inhibitor,Giardia FBPA inh,AMA1-RON2 inh,CHX counter,AmpC inh detg
COc1ccc(C(c2sc3nc(C)nn3c2O)N2CCN(CCO)CC2)cc1OC (stereo unspecified),-16,15%,-8,-9%,-9%,-3,?
C=C(C)CSc1nc2sc3c(c2c(=O)n1-c1ccc(C)cc1)CCN(C)C3,-36,125%[activator],8,-26%,-1%,-1,-4%
COc1cc(OC)c(C2=NOC(C(=O)NCc3cccnc3)C2)cc1Cl (stereo unspecified),-19,1%,.,0%,-1%,-2,?

Additional results follow:
Structure,HCMV inh,AmpC inh no detg,Shiga inhibitor,Giardia FBPA inh,AMA1-RON2 inh,CHX counter,AmpC inh detg
CN(C)CCCNC(=O)C(=O)Nc1ccc2c(c1)N(S(=O)(=O)c1cccs1)CCC2,?,40%,.,.,-3%,.,?
Cc1cc(C(=O)NC2CCCCC2)on1,14,1%,7,5%,8%,7,-8%
CC1(C)CCc2cc(-c3ccn(S(=O)(=O)c4ccccc4Cl)n3)ccc2O1,?,-25%,38,-10%,11%,16*,5%
O=C(Cc1ccccc1[N+](=O)[O-])NC1CC2CCC1C2 (stereo unspecified),7,-11%,-6,5%,-1%,-2,-11%
COCCN(C(=S)Nc1ccc(C)cc1)C(C)c1ccco1 (stereo unspecified),-8,-1%,0,-6%,-8%,3,3%
S=c1[nH]c2ccccc2n2cccc12,207,-22%,-13,1%,24%,1,-12%
O=C(CNC(=O)c1ccco1)N=Nc1c(O)n(CCc2ccccc2)c2ccccc12,-84*,-47%,21,-4%,?,-1,-3%
COc1ccc(N(C(=O)c2ccco2)S(=O)(=O)c2cc(Cl)c(Cl)cc2Cl)cc1,-9,30%,-5,-7%,-15%,-1,-13%
c1ccc2c(CN3CCCCC3)c[nH]c2c1,81,-19%,-4,2%,10%,4,6%
Cc1ccc2c(C(=O)CSc3ccccc3)c(C)[nH]c2c1,-13,-12%,34,6%,6%,8,-2%
O=C(CSC1=NS(=O)(=O)c2ccccc2N1)Nc1cccc(F)c1,-5,-22%,.,.,2%,.,-14%
COc1ccc(S(=O)Cc2ccc(C(=O)N3CCN(C(=O)c4ccco4)CC3)o2)cc1 (stereo unspecified),2,-12%,8,.,6%,-3,-2%
CCC(C)(C)C1CCC2(CC1)NC(=O)N(CC(=O)NCCc1ccc(OC)c(OC)c1)C2=O (stereo unspecified),-10,167%[activator],.,.,-8%,.,2%
CN(Cc1ccccc1)CC(O)COc1ccc(CNCc2nccn2C)cc1 (stereo unspecified),-26,20%,-14,?,40%[activator],-2,-6%
Cc1nc2ccccc2c(=O)n1NC(=O)c1ccccc1[N+](=O)[O-],-11,-7%,-2,5%,32%[activator],-1,-4%

(list continues)
Structure,HCMV inh,AmpC inh no detg,Shiga inhibitor,Giardia FBPA inh,AMA1-RON2 inh,CHX counter,AmpC inh detg
CN1CCC(N(C)S(=O)(=O)c2ccc(C(C)(C)C)cc2)CC1,-91*,35%,22,-13%,12%,-4,-9%
O=S(=O)(Nc1cccnc1)c1cccc(Cl)c1,6,-25%,-10,11%,0%,-1,-1%
O=C(Nc1cccc(S(=O)(=O)N2CCOCC2)c1)c1cn(-c2ccccc2)nc1-c1ccccc1,-64*,22%,-12,-9%,-25%,-1,-14%
O=C(COC(=O)c1ccc2c(c1)OCCO2)Nc1ccc(F)cc1,-22,99%[activator],.,.,-5%,.,-13%
Cc1ccc(C(=O)NC2CC3CCC(C2)N3Cc2ccco2)cc1 (stereo unspecified),43,-22%,2,1%,6%,-4,3%
COc1ccc(CN2CC(C(=O)NCCCN3CCOCC3)CC2=O)cc1 (stereo unspecified),-28,-4%,-11,4%,7%,-3,4%
CC(=O)c1cccc(CN2CCN(CC(C)C)C(CCO)C2)c1 (stereo unspecified),31,-16%,-17,4%,8%,-3,7%
CN(CC(=O)Nc1ccccc1Br)C(=O)CNC(=O)c1ccco1,-2,-17%,.,.,12%,.,-15%
COc1ccc(C(=O)NC(C)(C)C)cc1S(=O)(=O)N1CCCC1,-13,-3%,-22,3%,4%,-2,1%
N#Cc1ccc(OCC(=O)NCC2COc3ccccc3O2)cc1 (stereo unspecified),9,-10%,.,.,-9%,.,6%
O=C(CN(Cc1ccco1)C(=O)c1ccc([N+](=O)[O-])cc1)Nc1ccccc1C(F)(F)F,29,-25%,.,.,-6%,.,-8%
CCOc1ccc(CCNC(=O)c2cc(C)nn2-c2ccccc2)cc1,0,14%,-2,-1%,-4%,6,-1%
O=C(NCC1CCCN1S(=O)(=O)c1cccs1)c1c(F)cccc1F (stereo unspecified),14,15%,.,.,23%,.,-12%
COc1ccc(CN2CCc3cc(OC)c(OC)cc3C2)cc1O,8,-14%,-9,?,3%,-3,-4%
CCOC(=O)c1sc(Nc2cccc(Cl)c2)nc1C,10,-23%,70*,-14%,-17%,51*,4%

Other compounds follow:
Structure,HCMV inh,AmpC inh no detg,Shiga inhibitor,Giardia FBPA inh,AMA1-RON2 inh,CHX counter,AmpC inh detg
CCNc1nc(NC(C)C)nc(N(C#N)Cc2ccccc2)n1,55,-19%,-9,5%,9%,-2,2%
Cc1c(C(c2ccc(C(=O)O)cc2)c2c(C)n(C)n(-c3ccccc3)c2=O)c(=O)n(-c2ccccc2)n1C,9,-2%,-4,-13%,-3%,-4,?
C/C(=N\OC(=O)c1cccc(Cl)c1)c1sc(C)nc1C,-22,0%,25,5%,-2%,-2,2%
Cc1cc(OCC(=O)NC(Cc2ccc(Cl)cc2)C(=O)O)c2c(C)cc(=O)oc2c1 (stereo unspecified),14,-25%,-2,16%,6%,1,?
Cc1ccc(C)c(S(=O)(=O)N2CCN(CC(=O)Nc3ccc4c(c3)OCCO4)CC2)c1,2,25%,-22,-2%,-28%,-3,-3%
Cc1c(CN2CCC(CO)(CC3CCCCO3)CC2)cnn1C (stereo unspecified),11,-4%,12,3%,1%,-1,6%
NC(=O)CC(NC(=O)c1ccc(Br)cc1)c1ccc(NCc2ccc(F)cc2)c([N+](=O)[O-])c1 (stereo unspecified),14,-47%,3,-2%,-1%,2,6%
CCOC(=O)CNC(=O)C(CO)NC(=O)OCc1ccccc1 (stereo unspecified),-100*,-16%,6,16%,1%,26*,-12%
N#Cc1c(Cl)nc(-c2ccncc2)nc1-c1ccccc1,-34,-5%,21,7%,-8%,1,2%

Part of the list above, reduced to HCMV inh and Giardia FBPA inh.
| SMILES | HCMV inh | Giardia FBPA inh |
| --- | --- | --- |
| Cc1nc2ccccc2c(=O)n1NC(=O)c1ccccc1[N+](=O)[O-] | -11 | 5% |
| CN1CCC(N(C)S(=O)(=O)c2ccc(C(C)(C)C)cc2)CC1 | -91* | -13% |
| O=S(=O)(Nc1cccnc1)c1cccc(Cl)c1 | 6 | 11% |
| O=C(Nc1cccc(S(=O)(=O)N2CCOCC2)c1)c1cn(-c2ccccc2)nc1-c1ccccc1 | -64* | -9% |
| O=C(COC(=O)c1ccc2c(c1)OCCO2)Nc1ccc(F)cc1 | -22 | . |
